Screens as filed in PubChem.
D2 agonist: agonists of human D2 dopamine receptor | P14416 | HEK293 T-REx D2 cells, calcium flux agonist mode | activation, % at 2 µM | 340,000 compounds, 0.53% hits;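 active means activation over 3 SD above normal in the single-dose calcium agonist read, cut at about 30% in these data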; further: 0% is about no effect
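Agonism scored from kinetic calcium signal (1 read/sec, 180 s) following compound pin transfer, after a 10 s baseline. Cells: HEK293 Trex line expressing inducible D2 receptor coupled to calcium, dye-loaded after overnight culture at 30 C.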
D1 antagonist: antagonists of human D1 dopamine receptor. P21728. HEK293 TREx D1 cells, calcium flux, dopamine EC80; stronger effect = lower value. activity change, negative = inhibition, % at 10 µM. 360,000 compounds, 3.2% hits; in the data active means activity change below about -30%; further: on the % scale 0 is the no-effect control and ±100 the full control effect
Target sequence (P21728 whole entry, looked up): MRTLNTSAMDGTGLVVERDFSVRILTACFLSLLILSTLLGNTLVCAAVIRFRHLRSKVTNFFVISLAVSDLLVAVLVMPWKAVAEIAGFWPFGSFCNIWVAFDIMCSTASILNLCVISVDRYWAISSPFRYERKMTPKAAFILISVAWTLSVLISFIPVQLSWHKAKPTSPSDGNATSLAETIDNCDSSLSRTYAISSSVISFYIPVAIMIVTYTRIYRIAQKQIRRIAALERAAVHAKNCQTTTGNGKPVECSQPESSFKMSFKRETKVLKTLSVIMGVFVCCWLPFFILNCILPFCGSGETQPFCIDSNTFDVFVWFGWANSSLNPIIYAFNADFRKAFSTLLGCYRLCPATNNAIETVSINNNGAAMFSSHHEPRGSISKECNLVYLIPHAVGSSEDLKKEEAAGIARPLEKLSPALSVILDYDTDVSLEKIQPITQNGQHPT
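Kinetic fluorescence of a calcium dye serves as the read-out. D1-expressing Hek293 Trex cells, induced overnight at 30 C, are exposed to compound for 180 s before an EC80 dopamine addition, then read 180 s further.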
RXFP1 antag: RXFP1 (human) relaxin receptor antagonism; HEK293-RXFP1, relaxin-stimulated cAMP HTRF, 30 min; stronger effect = lower value; activity change, negative = inhibition, % at 57.5 µM; 350,000 compounds, 0.59% hits; AID 1259400;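 active means activity change of -60% or lower, but not beyond a set lower limit; inconclusive means change between -60% and -40%, or beyond the set limit; inactive means change above -40%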; further: on the % scale 0 is the no-effect control and ±100 the full control effect
D2 potentiator: positively modulates the human D2 dopamine receptor allosterically; P14416; HEK293 T-REx D2, calcium flux, EC20 dopamine potentiation; potentiation, % at 10 µM; 340,000 compounds, 0.34% hits; AID 485347;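 active means potentiation over 3 SD above the plate norm, cut at about 30% in these data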; further: 0% is about no effect
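Primary screen. Calcium kinetics in induced HEK293 T-REx D2 cells: compound pre-addition 180 s, EC20 dopamine, 180 s more.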
D2 antag: antagonists of human D2 dopamine receptor; P14416; HEK293 TREx D2 cells, calcium flux, dopamine EC80; AID 485344; inhibition, % at 10 µM; 340,000 compounds, 2% hits; in the data active means inhibition above about 30%; further: 0% is about no effect
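Calcium mobilization kinetics were recorded at 1 s intervals in tetracycline-induced HEK293 T-REx D2 cells, first for 180 s after compound addition and then 180 s after EC80 dopamine.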
RXFP1 ag: agonists of human relaxin receptor RXFP1; Q9HBX9; HEK293T-RXFP1 cAMP TR-FRET, 30 min; response scale: percent of porcine relaxin response, buffer zero; Potency, µM (doses to about 57.5 µM), for the others: top-dose activation, actives largely listed as activators; 370,000 compounds, 0.3% hits; active means well fitted activation curve with a large enough effect; inconclusive means small, poorly fitted or top-dose-only effect; further: potency means the concentration at half of the fitted maximal effect; on the % scale 0 is the no-effect control and ±100 the full control effect; nearly all actives have a fitted effect of over 60% in size; many of its hits are not listed in these tables
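cAMP rise read by TR-FRET after 30 min, 37C compound exposure (up to 58 uM) in RXFP1-transfected HEK293 cells with Ro 20174 present. EC50 from Hill-equation fits, with 29 nM porcine relaxin as 100% and buffer as basal.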
D1 PAM: enhances dopamine response at the human D1 receptor. potentiation, % at 10 µM. HEK293 TREx D1 cells, calcium flux, dopamine EC20 potentiation. 360,000 compounds, 0.036% hits. P21728. AID 504651; in the data active means potentiation above about 30%; further: 0% is about no effect
D1 ag: activates the human D1 dopamine receptor | activation, % at 2 µM | P21728 | HEK293 T-REx D1 cells, calcium flux, agonist mode | 360,000 compounds, 1% hits; in the data active means activation above about 30%; further: 0% is about no effect
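Tetracycline-induced HEK293 TREx D1 cells, force-coupled to calcium signalling, were dye-loaded with a no-wash calcium kit. Compound was pin-added after a 10 s baseline. Fluorescence was read kinetically at 1 cycle/s for 180 s, with calcium rises flagged as agonism.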
TRHR PAM: allosterically enhances the human TRH receptor. enhancement, % at 2 µM. P34981. AID 493056. 360,000 compounds, 0.66% hits. TRHR cells, fluo-8 calcium fluorescence, EC20 TRH enhancement; in the data active means enhancement above about 30%; further: 0% is about no effect
Target sequence (P34981 whole entry, looked up): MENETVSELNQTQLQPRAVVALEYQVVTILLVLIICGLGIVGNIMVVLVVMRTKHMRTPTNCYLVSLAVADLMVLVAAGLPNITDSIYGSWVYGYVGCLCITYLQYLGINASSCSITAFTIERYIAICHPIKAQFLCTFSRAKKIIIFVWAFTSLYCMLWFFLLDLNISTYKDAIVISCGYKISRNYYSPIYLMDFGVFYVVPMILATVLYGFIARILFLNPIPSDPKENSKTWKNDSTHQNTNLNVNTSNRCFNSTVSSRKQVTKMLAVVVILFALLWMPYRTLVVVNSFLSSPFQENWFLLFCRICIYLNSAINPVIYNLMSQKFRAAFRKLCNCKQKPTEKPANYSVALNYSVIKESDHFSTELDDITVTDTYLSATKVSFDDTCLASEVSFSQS
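TRHR-expressing cells loaded with fluo-8 calcium dye were read kinetically (ex 480/em 530) during compound addition, then stimulated with an EC20 of TRH (10 nM final). Enhancement of the Gq-mediated intracellular calcium response was scored.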
Numbers without * were called inactive; ? = inconclusive; nt = not tested or not shown; & = joins results of further samples.

SMILES	D2 agonist	D1 antagonist	RXFP1 antag	D2 potentiator	D2 antag	RXFP1 ag	D1 PAM	D1 ag	TRHR PAM
CN(C(=O)c1cc(S(=O)(=O)N2CCCCC2)c[nH]1)C1CCCCC1	-0.3	-6	nt	0	-4	-0.3%	-7	3	-2
Cc1occc1C(=O)N1CCCC(Nc2ccc(C(C)C)cc2)C1 (stereo not drawn)	-0.9	-25	-6	7	3	1.2%	-4	5	2
COc1cccc(C2C(C#N)=C(N)Oc3cc(C)oc(=O)c32)c1OC (stereo not drawn)	-0.6	-11	2	-1	-6	-0.1%	-5	0	2
CC(=O)c1ccc(NC(=O)c2ccc3nc(-c4ccco4)c(-c4ccco4)nc3c2)cc1	nt	6	-20	nt	nt	1.7%	-4	-2	-3
FC(F)(F)C(F)(F)c1nnc2ccc(-n3ccnc3)nn12	1.3	7	-17	1	-9	2.7%	16	2	-3
CS(=O)(=O)N1CCN(CCN2C(=O)c3cccc4cccc(c34)C2=O)CC1	-2.9	13	5	6	8	14%	2	2	6
O=C(COc1ccccc1)Nc1nnc2n1CCS2	0.1	9	3	5	nt	2.5%	-3	2	3
O=C(N/N=C/c1ccccc1)c1[nH]ncc1Br	2.4	-5	1	1	9	-0.3%	8	0	-8
COc1ccccc1OCC(O)CN1C(=O)NC(C)(C)C1=O (stereo not drawn)	-1.1	-3	nt	-6	-14	0.4%	nt	1	4
CC(C)Cn1c(N)c(C(=O)COC(=O)C2CCCCC2)c(=O)n(C)c1=O	nt	-38*	-1	4	nt	0.1%	2	14	2
CCc1ccc(NC(=O)COc2ccc(Br)cn2)cc1	0.9	2	7	6	-8	0.0%	-2	-2	3
C=CCN(CC=C)CCOc1cc(C)ccc1[N+](=O)[O-]	21	-2	-21	-28	-8	3.4%	-4	2	-1
O=C(O)c1cc2nc(C3CC3)cc(C(F)(F)F)n2n1	1.3	2	nt	-14	5	-0.2%	-5	1	2
CC(=O)c1cccc(NC(=O)NC2CC3CCCC(C2)N3CC(C)C)c1 (stereo not drawn)	nt	-4	-1	-15	nt	-0.1%	-3	-1	3
O=C(CNCC1CCCO1)Nc1ccccc1N1CCCCCC1 (stereo not drawn)	-1.2	9	1	2	12	2.3%	-5	0	-10
Cc1ccc(NC(=O)c2cccc(S(=O)(=O)N3CCN(c4ccccc4)CC3)c2)nc1	0.0	-10	-19	2	6	0.0%	2	3	3
Cc1c(N)c(=O)n(-c2ccccc2)n1C	nt	2	29	5	0	0.1%	-6	-1	4
O=C(NCCc1nc2ccccc2[nH]1)Nc1ccccc1	-1.9	8	6	15	-3	-1.3%	-4	1	11
Cn1c(=O)[nH]c(=O)c2[nH]c(CN3CCN(C(=O)c4ccco4)CC3)nc21	nt	2	8	nt	nt	3.5%	0	2	2
O=C(Nc1nc2n(n1)C(c1ccccc1)C=C(c1ccc(Cl)cc1)N2)c1ccco1 (stereo not drawn)	22	-1	-27	-7	nt	9.6%	-1	47*	-2
O=C(O)c1ccc(CSc2nc3ccccc3[nH]2)cc1	0.0	7	-6	6	-11	0.3%	3	4	-6
O=C(O)CSc1nnnn1-c1ccc2c(c1)OCCO2	-0.5	8	-1	-3	-5	-0.8%	-1	1	-2
CC(C)OP(=O)(OC(C)C)C(O)c1ccc(N(C)C)cc1 (stereo not drawn)	0.7	3	-7	-5	-15	6.0%	-5	2	0
CN1CCN(c2ccc(-c3nc(-c4ccccc4)no3)cc2[N+](=O)[O-])CC1	0.3	-38*	nt	0	nt	-1.8%	-3	6	4
Cc1cc(Br)ccc1NC(=O)CN1C(=O)C2CC=CCC2C1=O (stereo not drawn)	-0.5	2	7	15	-17	-1.7%	-2	0	6
CCCCCCCN1CCC(=O)N(CCO)CC1	-0.1	1	nt	-11	-14	-0.1%	-1	-1	-1
O=C(O)[C@@H]1CCCN1c1ncnc2sc3c(c12)CCC3	-0.3	-59*	-7	-2	-12	2.5%	-4	2	1
COc1ccccc1-c1ccc(Nc2ccc(C(=O)N3CCOCC3)cc2)nn1	1.1	-6	-5	3	-6	0.9%	-2	-1	-6
CC(=O)Nc1ccc(S(=O)(=O)NCCSCc2cccc(Cl)c2)cc1	1.7	-19	-3	-6	-3	0.6%	-7	4	-1
CCCNC(=S)NNC(=O)c1cccs1	0.6	5	6	11	3	0.4%	5	0	-1
O=C(CCn1c(=O)[nH]c2ccsc2c1=O)NCc1ccc(F)cc1	0.8	4	-14	-2	3	5.0%	5	2	3
CCOC(=O)Cn1c(C2CC(=O)N(c3ccc(C)cc3)C2)nc2ccccc21 (stereo not drawn)	2.6	-46*	nt	8	nt	-1.1%	-4	9	1
O=C(N/N=C/c1ccc(OCc2ccccc2)cc1)c1ccco1	-0.2	-20	-26	3	-5	2.4%	-4	3	0
CSc1ccc(/C=N/n2c(COc3ccccc3)n[nH]c2=S)cc1	-1.6	-18	-40	-21	20	-1.2%	-1	2	-18
CCc1cccc(NC(=O)c2c(C)oc3ncnc(N4CCCCC4)c23)c1	-0.6	9	nt	-4	nt	-0.3%	-2	8	14
Cc1ccc(OCc2cc(C(=O)N3CCCC3)no2)cn1	-2.7	26	6	4	10	3.6%	-3	14	0
COC(=O)c1ccc(NC(CC(C)C)C(=O)OC)c([N+](=O)[O-])c1 (stereo not drawn)	-0.4	1	-4	10	2	0.2%	-2	4	19
COCCCNC(=O)c1c(N)n(-c2ccccc2)c2nc3ccccc3nc12	-0.1	6	-8	-7	-14	2.6%	-6	0	1
Cc1cc(C)c2c(CC(=O)Nc3c(C(=O)Nc4ccc(Cl)cc4)oc4ccccc34)coc2c1	nt	-2	-5	1	nt	1.6%	0	2	2
Cc1c(NC(=O)c2ccc(Cl)c(S(=O)(=O)N3CCCCC3)c2)c(=O)n(-c2ccccc2)n1C	-0.4	16	-6	2	9	-0.7%	2	2	-1
C=Cn1ccnc1P(=S)(c1ccc2c(c1)c1ccccc1n2CC)c1nccn1C=C	0.2	-1	-5	-6	-11	-1.6%	0	9	20
CC(C)C(c1nnnn1Cc1ccccc1)N(CCCO)Cc1cc2cc3c(cc2[nH]c1=O)OCO3 (stereo not drawn)	15	3	-5	-2	-4	3.5%	4	2	-9
CCc1cc2c(COC(=O)c3cc(S(=O)(=O)N4CCOCC4)ccc3F)cc(=O)oc2cc1O	-0.2	-14	4	-7	-6	4.2%	-6	3	4
Cc1ccc(NC(=O)C(C)NC(=O)OCc2ccccc2)cc1C (stereo not drawn)	-0.7	35	6	4	5	2.4%	0	2	14
O=C(CN1C(=O)C2CC=CCC2C1=O)Nc1ccc(F)cc1F (stereo not drawn)	0.1	2	1	-9	23	1.0%	0	2	-4

Random excerpt: four entries already listed.
SMILES	D2 agonist	D1 antagonist	RXFP1 antag	D2 potentiator	D2 antag	RXFP1 ag	D1 PAM	D1 ag	TRHR PAM
Cc1c(NC(=O)c2ccc(Cl)c(S(=O)(=O)N3CCCCC3)c2)c(=O)n(-c2ccccc2)n1C	-0.4	16	-6	2	9	-0.7%	2	2	-1
COC(=O)c1ccc(NC(CC(C)C)C(=O)OC)c([N+](=O)[O-])c1 (stereo not drawn)	-0.4	1	-4	10	2	0.2%	-2	4	19
CCc1ccc(NC(=O)COc2ccc(Br)cn2)cc1	0.9	2	7	6	-8	0.0%	-2	-2	3
Cc1ccc(OCc2cc(C(=O)N3CCCC3)no2)cn1	-2.7	26	6	4	10	3.6%	-3	14	0

Further results follow:
SMILES	D2 agonist	D1 antagonist	RXFP1 antag	D2 potentiator	D2 antag	RXFP1 ag	D1 PAM	D1 ag	TRHR PAM
O=C(Cc1ccccc1Cl)N1CCOCC1	0.8	-8	6	-3	1	2.1%	-3	0	-2
COc1ccc(C2=CC(=O)CC(c3ccc(OC)cc3)C2)cc1 (stereo not drawn)	0.7	-3	?	0	2	1.9%	-3	5	-1
CCOc1ccc(C(=O)NCCn2cc(SCC(=O)NCCc3ccc(OC)c(OC)c3)c3ccccc32)cc1	0.3	-1	nt	4	nt	-0.6%	-4	2	-20
COc1ccc(NC(=O)[C@@H](NC(=O)c2ccccc2F)C(C)C)cc1S(=O)(=O)N1CCOCC1	2.5	2	-22	0	-2	1.8%	-6	-1	-7
COCCCN1C(=O)c2ccc(C(=O)OCC(=O)N(C)c3ccccc3)cc2C1=O	0.6	-5	0	4	-2	0.6%	1	0	4
CC(C)(C)c1cc(/C=C2\NC(=O)NC2=O)cc(C(C)(C)C)c1O	-0.3	2	-25	2	-8	1.1%	3	0	-9
Cc1cccc(Cn2c(C)c(C)c3cc(C(=O)NCCN4CCOCC4)ccc32)c1	15	2	-30	0	-10	1.2%	2	6	-2
Cc1sc2ccccc2[n+]1CCC(C)S(=O)(=O)[O-] (stereo not drawn)	0.3	-3	15	7	-4	3.0%	1	2	3
Cc1ccc2[nH]c(CNC(=O)C3CCCCC3)cc2c1	3.7	-2	-8	-4	-12	4.4%	-7	6	1
O=C(Nc1ccc(Cl)cc1Cl)C1CCC(=O)N1Cc1ccccc1Cl (stereo not drawn)	-0.3	9	2	16	-11	-0.1%	-1	37*	1
Cc1ccc2cc(C#N)c(N3CCN(C(=O)c4cccs4)CC3)nc2c1	-2.5	-4	-5	-17	-9	4.2%	-2	1	-3
COc1ccc(CNC(=O)c2cc(=O)c3cc(C)ccc3o2)cc1	0.3&-0.7	-36*	12&-2	1&-20	13	-3.3%&1.1%	-2&1	9&14	5&-5
N#CN1CCC(N[S+](=O)([O-])c2cccc(F)c2)CC1	nt	-20	nt	nt	nt	nt	13	2	6
COc1cccc(C2NC(=S)NC3=C2CCc2ccccc23)c1 (stereo not drawn)	1.6	-14	nt	8	-2	-0.5%	7	4	-2
c1ccc(-n2nnnc2OCCOc2nnnn2-c2ccccc2)cc1	0.3	-8	10	-2	11	2.0%	-10	0	3

An excerpt from above in order of length of the SMILES, rising.
SMILES	D2 agonist	D1 antagonist	RXFP1 antag	D2 potentiator	D2 antag	RXFP1 ag	D1 PAM	D1 ag	TRHR PAM
O=C(NCCc1nc2ccccc2[nH]1)Nc1ccccc1	-1.9	8	6	15	-3	-1.3%	-4	1	11
Cc1ccc(OCc2cc(C(=O)N3CCCC3)no2)cn1	-2.7	26	6	4	10	3.6%	-3	14	0
Cc1occc1C(=O)N1CCCC(Nc2ccc(C(C)C)cc2)C1 (stereo not drawn)	-0.9	-25	-6	7	3	1.2%	-4	5	2

Following part:
SMILES	D2 agonist	D1 antagonist	RXFP1 antag	D2 potentiator	D2 antag	RXFP1 ag	D1 PAM	D1 ag	TRHR PAM
O=C(COc1ccc2c(-c3ccccc3)cc(=O)oc2c1)Nc1cccnc1	0.2	-33*	14	-4	-5	2.6%	-10	20	-2
CCOC(=O)c1c(C)oc2c1c1c(c3ccccc32)OCN(Cc2cccnc2)C1	-0.2	8	nt	1	-4	-0.4%	12	2	1
CC(=O)Nc1c(C(=O)N2CCOCC2)sc2nc3c(cc12)COC(C)(C)C3	0.1	-8	1	4	10	1.5%	8	3	3
CCC(Sc1nc2ccccc2s1)C(=O)Nc1cc(C)on1 (stereo not drawn)	0.0	-11	-5	-5	13	-0.2%	-10	0	5

The list is partial; the hit share may differ from the screen's.
